CHRM5 PAM: CHRM5 positive allosteric modulation. CHO-K1 hM5, Fluo-8 calcium, ACh EC20 PAM; 0% = ACh EC20, 100% = ACh EC100. activation, % at 3 µM. actives 0.3% (n = 360,000). AID 624038;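 active means activation above the run cutoff, the mean activation of all test compounds plus 3 SD, cut at about 18% in these data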
Target sequence (P08912 whole entry, looked up): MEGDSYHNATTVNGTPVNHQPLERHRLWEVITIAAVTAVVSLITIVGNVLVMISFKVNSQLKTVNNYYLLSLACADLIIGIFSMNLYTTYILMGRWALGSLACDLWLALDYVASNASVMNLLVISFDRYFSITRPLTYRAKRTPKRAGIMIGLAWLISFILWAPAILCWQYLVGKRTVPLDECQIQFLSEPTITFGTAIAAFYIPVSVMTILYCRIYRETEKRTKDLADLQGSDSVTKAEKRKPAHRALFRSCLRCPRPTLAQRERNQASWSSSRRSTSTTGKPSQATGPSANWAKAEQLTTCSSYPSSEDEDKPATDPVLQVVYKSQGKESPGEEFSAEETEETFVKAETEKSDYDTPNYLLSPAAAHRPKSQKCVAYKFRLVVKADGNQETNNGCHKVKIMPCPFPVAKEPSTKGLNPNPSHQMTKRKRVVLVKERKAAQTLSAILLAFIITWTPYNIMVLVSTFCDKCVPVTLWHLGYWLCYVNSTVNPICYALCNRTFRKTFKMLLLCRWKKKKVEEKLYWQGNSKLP
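Test system: CHO-K1 hM5 cells / Doses: single-point, 3 µM nominal / Times: Post-acetylcholine fluorescence recording 140 s / Technique: Fluo-8 calcium fluorescence / Measure: Max/basal fluorescence ratio as % of EC20–EC100 ACh window / Benchmarks: low control EC20 acetylcholine (0%), high control EC100 acetylcholine (100%) / Replicates: one well per compound, no replicates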
CHRM5 agonist: CHRM5 agonism in calcium assay | P08912 | CHO-K1 hM5 cells, Fluo-8 calcium fluorescence; 0% DMSO wells, 100% maximal acetylcholine response | activation, % at 3 µM | actives 0.19% (n = 360,000) | AID 624037;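 active means activation above the run's mean over test compounds plus 3 SD, cut at about 23% in these data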;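 further: signal is peak over basal fluorescence ratio across the kinetic read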
CHRM4 antagonist: blocks acetylcholine activation of human M4 receptor | P08173 | CHO-hM4 cells, ACh EC80, Fluo-8 calcium fluorescence | inhibition, % at 3 µM | actives 0.73% (n = 360,000) | AID 624125;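 active means inhibition above its plate's cutoff, the mean inhibition of sample wells plus 3 SD, cut at about 27% in these data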;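 further: 0% = acetylcholine EC80 with DMSO and 100% = DMSO without agonist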
Target sequence (P08173 whole entry, looked up): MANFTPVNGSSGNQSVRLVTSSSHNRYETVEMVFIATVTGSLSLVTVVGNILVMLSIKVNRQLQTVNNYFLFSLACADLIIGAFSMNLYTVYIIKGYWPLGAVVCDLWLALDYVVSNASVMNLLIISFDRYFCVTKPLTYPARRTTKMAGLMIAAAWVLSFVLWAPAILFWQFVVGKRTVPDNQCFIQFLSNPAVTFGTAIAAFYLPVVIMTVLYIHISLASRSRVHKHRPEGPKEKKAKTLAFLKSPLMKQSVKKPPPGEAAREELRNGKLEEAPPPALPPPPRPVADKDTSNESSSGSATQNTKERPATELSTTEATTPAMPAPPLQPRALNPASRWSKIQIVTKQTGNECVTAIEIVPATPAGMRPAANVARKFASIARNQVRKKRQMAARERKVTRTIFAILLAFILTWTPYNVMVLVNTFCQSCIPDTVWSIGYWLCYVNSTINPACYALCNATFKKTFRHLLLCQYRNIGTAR
CRFBP-R2 block: antagonists of CRF-binding protein/CRF-R2 receptor complex. HEK293 CRF-R2/CRF-BP, CRF-induced calcium fluorescence. inhibition, % at 11.8 µM. actives 0.59% (n = 350,000). AID 588475;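 active means inhibition of the ligand-induced calcium signal above about 50% at the single tested concentration, limit read from the data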
CRFBP-R2 agonist: agonists of human CRF-binding protein/CRF-R2 receptor complex. HEK293 CRF-R2/CRF-BP, calcium dye fluorescence (FLIPR); percent of saturating CRF peptide response. activation, % at 13.2 µM. actives 0.46% (n = 350,000);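 active means activation of at least 50%, plus an integration ratio under a set limit after plate pattern correction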;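 further: plate controls were neutral control wells without compound for no effect and CRF at EC100 for full effect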
CHRM5 antagonist: CHRM5 antagonism in calcium assay; P08912; CHO-hM5 cells, Fluo-8 calcium fluorescence, ACh EC80; inhibition, % at 3 µM; actives 0.59% (n = 360,000);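 active means inhibition above a per-plate cutoff, the mean of that plate's test compounds plus 3 SD, cut at about 27% in these data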;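 further: 0% = acetylcholine EC80 with DMSO and 100% = DMSO without agonist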
M4 ag: agonists of human muscarinic M4 receptor (CHRM4) | P08173 | CHO-K1 hM4/Gqi5, Fluo-8 calcium fluorescence; vehicle 0%, full acetylcholine response 100% | activation, % at 3 µM | actives 0.14% (n = 360,000) | AID 624127;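 active means activation above the run mean over all test wells plus 3 SD, cut at about 32% in these data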;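 further: peak over basal fluorescence ratio per well then scaled between controls; 0% = DMSO wells and 100% = acetylcholine at EC100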
CHRM4 PAM: potentiates acetylcholine response at human M4 receptor. activation, % at 3 µM. P08173. CHO-K1 hM4/Gqi5, Fluo-8 calcium fluorescence, ACh EC20; 0% = ACh EC20, 100% = maximal ACh. actives 0.4% (n = 360,000). AID 624126;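 active means activation above its plate's cutoff, the mean activation of sample wells plus 3 SD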; further: some results filed as inactive read as strong as hits
IDE cell inh: inhibits human insulin-degrading enzyme in HEK cells | inhibition, % at 5.59 µM | P14735 | FAbetaB cleavage, fluorescence polarization | actives 0.41% (n = 320,000);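 active means percent inhibition above the average of all tested compounds plus 3 SD, set per screening campaign, cut at about 16% in these data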;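 further: IDE supplied by intact live HEK cells; FP after avidin binding of uncleaved biotin substrate so inhibition keeps polarization high; 0% = DMSO wells and 100% = 60 µM reference IDE inhibitor Ii1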
* hit, by the source's call; · = no result given.

nr	compound	CRFBP-R2 block	CHRM5 agonist	CRFBP-R2 agonist	CHRM4 antagonist	M4 ag	CHRM5 PAM	CHRM4 PAM	CHRM5 antagonist	IDE cell inh
1	CN(C(=O)CCS(=O)(=O)c1ccc2c(c1)oc(=O)n2C)C1CCCCC1	68*	-4	-1.0	14	2	-3	-12	9	-2
2	CCOC(=O)Cn1c(S(=O)(=O)Cc2ccc(F)cc2)nc(-c2ccccc2)c1-c1ccccc1	16	-1	1.0	-7	-2	-10	-9	4	4
3	Cc1ccsc1-c1nc(CN(C)C(C2CC2)C2CC2)c(C)o1	-26	-3	-0.5	4	1	6	-5	-3	2
4	O=C(NCc1ccccn1)C(=O)NCC1OCCCN1S(=O)(=O)c1cc(F)ccc1F (stereo unspecified)	-5	-3	0.4	9	1	12	12	-19	-2
5	CCOC(=O)NNC(=O)C12CC3CC(CC(C3)C1)C2	6	3	-3.4	-3	2	11	23	-6	1
6	C=CCOC(=O)C1=C[C@H](c2cn(C(C)=O)c3ccccc23)[C@@H](CCCO)[C@H](OCC)O1	-5	4	-0.1	-1	0	-6	0	10	-1
7	CC(C)c1nc2oc3c(NCc4ccccn4)ncnc3c2c2c1COC(C)(C)C2	-14	1	0.4	3	1	3	0	16	-1
8	O=C(O)CCC(=O)Nc1ccc(-n2ccc(C(F)(F)F)n2)cc1	5	0	-0.5	5	0	2	10	8	4
9	Cc1ccc(C)c2[nH]c(=O)c(CCNC(=O)c3ccco3)cc12	0	2	-1.1	-2	3	1	2	-3	6
10	O=C(Cc1c(F)cccc1Cl)Nc1ccc(-n2cnnn2)cc1	16	1	0.7	-6	1	-2	-5	6	-1
11	Clc1ccc(-c2nnc(-c3ccco3)o2)cc1	-9	-2	1.9	-1	-1	-4	-5	7	3
12	COc1ccc(CCN2C(=O)CC(NNC(=O)c3ccc(F)cc3)C2=O)cc1OC (stereo unspecified)	-12	1	-1.3	-3	1	-6	3	-2	2
13	O=C(C1CCCO1)N1CCN(S(=O)(=O)c2ccc(F)cc2)CC1 (stereo unspecified)	7	3	0.9	-12	1	4	8	0	-2
14	Cc1[nH]c2ccccc2c1C(=O)C(=O)NCCc1c[nH]c2ccccc12	-12	3	0.2	2	24	-12	-8	8	-4
15	O=S(=O)(c1ccc(Br)cc1)c1nc(-c2ccccc2)oc1N1CCOCC1	-9	-3	-0.5	8	0	-9	-5	12	1
16	CCc1nnc(NC(=O)CSc2nccn2-c2cccc(C)c2C)s1	-17	9	-1.1	5	7	-5	4	3	1
17	O=C(CCN1C(=O)c2ccccc2C1=O)Nc1ccccn1	4	2	-0.3	2	3	1	-5	7	-2
18	S=C1NC2(CCCC2)N=C1c1ccccc1	3	-4	2.3	-1	2	0	4	8	3
19	CCCCC(CC)CNC(=O)C1CC=CCC1C(=O)O (stereo unspecified)	-21	-2	0.2	-2	0	-2	-8	3	-4
20	O=C(N/N=C\c1ccc([N+](=O)[O-])o1)C1COc2ccccc2O1 (stereo unspecified)	12	-3	0.0	-4	3	-9	6	7	10
21	COc1cc(CN2CCN(Cc3ccc(C)cc3)C(CCO)C2)ccc1O (stereo unspecified)	-2	-4	0.0	-13	1	-4	3	8	-2
22	CC(=O)c1cccc(NC(=O)C2CCCN2S(=O)(=O)c2cccc3nsnc23)c1 (stereo unspecified)	-5	2	-1.6	-11	2	-2	6	0	-1
23	COc1ccc2c(CC(=O)OCC(=O)Nc3cc(C)c(C)cc3[N+](=O)[O-])coc2c1	0	0	-0.5	4	3	-4	-2	1	8
24	Cc1ccc(N2C(=O)N3[C@H]4c5ccccc5OC[C@@H]4[C@@H](c4ccccc4)[C@@]3(C)C2=O)cc1	0	4	2.8	-4	2	6	8	4	3
25	CCOC(=O)Cc1csc(SCC(=O)Nc2cc(C)ccc2OC)n1	-1	7	-0.8	-6	5	-1	-6	-5	1
26	CCCC(=O)Nc1ccc(C(=O)NNC(=O)COc2ccc(Br)c(C)c2)cc1	30	1	0.8	-8	3	-4	18	8	1
27	O=c1cc(-c2ccc(OCc3ccccc3)cc2)oc2cc(OCc3ccccc3)cc(OCc3ccccc3)c12	1	-2	-2.9	-2	0	-6	-5	-1	·
28	Cc1ccc(N2C(=O)CC(NCc3ccc4c(c3)OCO4)C2=O)cc1Cl (stereo unspecified)	0	1	0.6	-2	1	4	20	-6	0
29	C=C(C)CSc1nnc(-c2ccc(OC)cc2)n1N	4	3	4.1	-5	0	-2	8	2	4
30	COc1ccc(C2NC(=O)CCC2[N+](=O)[O-])c(OC)c1 (stereo unspecified)	1	5	1.4	-8	1	9	2	-13	-1

An excerpt from above, reduced to M4 ag and CHRM4 PAM.
No. | molecule | M4 ag | CHRM4 PAM
26 | CCCC(=O)Nc1ccc(C(=O)NNC(=O)COc2ccc(Br)c(C)c2)cc1 | 3 | 18
27 | O=c1cc(-c2ccc(OCc3ccccc3)cc2)oc2cc(OCc3ccccc3)cc(OCc3ccccc3)c12 | 0 | -5

Next part.
nr	compound	CRFBP-R2 block	CHRM5 agonist	CRFBP-R2 agonist	CHRM4 antagonist	M4 ag	CHRM5 PAM	CHRM4 PAM	CHRM5 antagonist	IDE cell inh
31	O=C(OCC(=O)N1CCCCC1)c1c[nH]c(=O)[nH]c1=O	-13	0	-0.1	9	0	0	-5	9	3
32	C=CCOc1c(CNc2cccc(C(=O)O)c2)cccc1OC	-9	-4	-1.0	2	0	4	-3	14	-2
33	Cc1ccc(CN2CC(C(=O)NCCC3=CCCCC3)CC2=O)cc1 (stereo unspecified)	-5	1	-0.3	5	0	3	4	11	1
34	COC(=O)Cn1c2ccc(Cl)cc2c2nc(C)sc21	13	3	0.0	1	10	-20	-30	17	-3
35	CCOC(=O)c1c(NC(=S)SC)sc(C(=O)N2CCc3ccccc3C2)c1C	-23	-1	1.0	-3	1	1	5	-2	·
36	CC1=C(C(=O)OC(C)C)C(c2ccc(Br)s2)NC(=O)N1 (stereo unspecified)	-9	-6	-1.5	-18	-1	6	-1	-16	0
37	O=C(Nc1ccc(C(=O)N2CCCCC2)cc1)c1ccc(Br)cc1	-3	-1	-1.8	0	1	0	5	-1	3
38	CCCOc1ccc(F)cc1-c1cc(C(=O)NCc2cccc(C(F)(F)F)c2)[nH]n1	·	-1	·	1	3	-14	-6	17	·
39	O=C(NCc1ccccc1)C(c1ccc(F)cc1)N(C(=O)c1csnn1)C1CCCC1 (stereo unspecified)	1	5	5.6	-1	7	-1	-9	2	1
40	COc1ccc2c(c1)[C@@H]1[C@H](CO2)[C@H](c2ccccc2)[C@]2(C)C(=O)Nc3ccc(C)cc3C(=O)N12	-23	3	12	-4	8	0	6	6	-10
41	O=C(CN1CCN(c2ncccn2)CC1)NCc1ccccc1	-8	1	1.4	-5	1	2	6	1	4
42	C=CCS(=O)(=O)N1CCC(CCOc2ccccc2)(C(=O)OCC)CC1	-1	3	-1.5	-11	2	-3	5	7	1
43	CC1CC(C)CN(CC(=O)N2CCCc3c2c(=O)oc2ccc(OCc4ccccc4)cc32)C1 (stereo unspecified)	14	-7	2.0	-9	-2	-2	4	0	4
44	CCOC(=O)C1CCN(C(=O)c2ccc3c(c2)NC(=O)/C(=C/c2ccccc2)S3)CC1	1	-2	1.6	-1	3	-4	-2	3	1
45	CCN(CC)C(=O)NC1CCCCCCC1	2	-3	-0.2	-2	0	-1	0	-3	-1
46	CC1C(=O)N2CCCc3cc(NC(=O)COc4ccc(Cl)cc4)cc1c32 (stereo unspecified)	2	-1	-3.1	-15	6	9	-1	-11	6
47	CCOC(=O)c1c(NC(=S)N2CCOCC2)sc(C)c1C	-22	0	0.5	5	13	-8	-9	14	2
48	O=C(O)c1ccc(NCc2nc3ccccc3n2Cc2ccccc2F)cc1	-5	1	-0.6	17	1	2	-14	10	6
49	Cc1cccn2c(=O)c3cc(C(=O)N4COCC4(C)C)n(C)c3nc12	-11	0	-4.1	1	2	-5	-4	4	4
50	COc1cc(OC)c(C(=O)OCC(=O)Nc2nnc(-c3ccccc3)o2)cc1OC	-3	0	0.6	-2	1	6	2	6	-3
51	Cc1ccc(C(=O)OCC(=O)Nc2ccc(C)c(S(=O)(=O)N3CCCCC3)c2)o1	-2	3	-1.8	-6	11	-3	-1	-4	·
52	Fc1cccc(Cn2cc(C(=S)N3CCCCC3)c3ccccc32)c1	25	-2	-1.8	0	-1	-2	5	-1	1
53	Cc1cccc(C)c1NC(=O)C1(C)CCC(=O)N1C1CCN(Cc2ccccc2)CC1 (stereo unspecified)	·	1	·	6	0	-2	-8	7	·
54	COCCN(CC(=O)Nc1cccc(C)c1C)C(=O)Cn1c(=O)cnc2ccccc21	8	2	-0.9	4	0	12	0	1	9
55	CC(=O)c1sc(Nc2ccccn2)nc1C	-1	-10	-1.9	9	1	-4	3	-4	1
56	N#C/C(=C\c1ccc(OCc2cccc(C(=O)O)c2)cc1)C(=O)NCc1ccco1	13	3	-2.6	2	-1	7	-3	-2	-1
57	COc1cccc(SCc2noc(C(=O)NC(C)C)c2C(=O)O)c1	0	4	0.5	10	-1	1	11	7	3
58	CCSc1nc(=S)n(-c2ccccc2)c(C)c1C(C)=O	-1	0	0.2	-4	0	0	-2	-3	-3
59	CS(=O)(=O)N(Cc1ccc(Cl)cc1)c1ccc(C(=O)Nc2cccnc2)cc1	-29	4	1.1	11	9	-4	-7	3	-5
60	Cc1ccc(S(=O)(=O)N2CCCC(C(=O)Nc3ccc(C(=O)O)cc3)C2)cc1Cl (stereo unspecified)	26	0	-2.6	7	0	4	-7	-3	-1
61	Cc1c(C(=O)NCc2cccc(C(F)(F)F)c2)sc(=O)n1Cc1ccc(S(=O)(=O)N(C)C)cc1	·	1	·	0	11	-16	-5	6	·
62	NC(=O)c1cccnc1Oc1ccccc1	0	4	3.5	-6	1	5	1	2	-2
63	CCOc1ncccc1C(=O)OCc1ccccc1	20	-3	1.3	-2	0	-1	5	3	-5
64	Cc1cc(/C=C2\Sc3ccccc3N2C)cc(C)[n+]1CC1CCCO1 (stereo unspecified)	-90	-8	50	8	3	2	-3	5	·
65	CC1CC1C(=O)OCC(=O)Nc1ccc(N=Nc2ccccc2)cc1 (stereo unspecified)	-38	1	-2.1	11	5	-10	-6	5	0
66	COc1ccc([C@@H]2CC=C(C(=O)O)[C@H](c3ccc(Cl)cc3)N2S(=O)(=O)c2ccc(C)cc2)cc1OC	8	2	-1.6	-6	2	3	10	6	5
67	COc1cc(NC(=O)c2cc(OC)c(OC)c(OC)c2)c(OC)cc1NC(=O)CN1CCCCC1	-1	4	-1.6	-4	3	-1	-1	-1	3
68	Cc1ccc(C(=O)CCC(=O)N2CCN(C/C=C/c3ccccc3)CC2)cc1	-3	-3	-0.6	-5	4	-6	2	9	·
69	CCOC(=O)CSc1nc2ccc(N)cc2s1	7	0	-1.2	-3	2	0	0	4	3
70	CCCC(=O)N1CCC1(C)C(=O)NCc1ccc(SC)cc1 (stereo unspecified)	·	0	·	-5	1	-1	2	0	·
71	CC(C)c1onc(C(=O)NCc2cccs2)c1[N+](=O)[O-]	2	-4	0.0	6	0	5	-5	-1	3
72	CCOc1ccc2nc(-c3cc(NC(C)=O)ccc3O)sc2c1	-3	2	6.2	5	1	4	3	1	1

High-throughput results from PubChem BioAssay.
